# FBPA coupling cs: inhibits coupling enzyme system, counter-screen for aldolase hits; coupling enzyme system counterscreen, AmpLite Red fluorescence; AID 2472; 290,000 compounds, 0.67% hits; activity change, negative = inhibition, % at 58.2 µM, hits read low; in the data active means activity change below about -30%
#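 Counterscreen of the coupled detection system alone, without aldolase: glyceraldehyde-3-phosphate coupling enzymes plus AmpLite Red readout. Compounds at 57.5 uM final, 10 min RT preincubation, 20 min RT reaction, fluorescence 525/598 nm.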
# Chronic BCR inh: inhibitors of chronic active B-cell receptor signaling. Potency, µM (top dose mostly 46.1 µM), inactives show top-dose ratio change, negative = lower green/red ratio, actives largely listed as inhibitors. 340,000 compounds, 0.05% hits. AID 493014. ABC-DLBCL IkBa-CBG/CBR reporter, luminescence ratio, 4 h; active means well fitted inhibition curve with a large enough effect in the signal ratio, with a control signal flat, not every such curve was filed as active; inconclusive means small, poorly fitted or top-dose-only effect, or effect the other way, or a change in a side signal; the % refers to the signal ratio;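 further: potency means the concentration at half of the fitted maximal effect; plate controls were basal doxycycline-induced cells for no effect and cells given 10 µM MG132 for full effect; MG132 reads +100%, hits lower the ratio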
#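 Cell line TMD8 (human ABC DLBCL), stably expressing tet-inducible CBG68-IkBa fusion and CBR; IMDM/0.5% FBS; cpd up to 46 uM; dox induction, 4 h, 37C/5% CO2; dual luminescence; green/red ratio; MG132 control.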
# B2AR arrestin: agonists driving beta-arrestin recruitment to human beta2-adrenergic receptor; AID 492947; Potency, µM (highest dose often 46.1 µM), without a hit: at the top dose activation, most hits filed as activators; P07550; beta-arrestin recruitment to beta2AR, cell-based reporter; 330,000 compounds, 0.02% hits;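 further: potency means the concentration at half of the fitted maximal effect; 0% = DMSO controls and full agonism = EC100 isoproterenol or metaproterenol; nearly all actives have a fitted effect of over 65% in size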
# KCNH2 WT inh: inhibitors of human wildtype KCNH2 potassium channel; Q12809; AID 720551; 340,000 compounds, 0.37% hits; activity change, % at 1.84 µM; U2OS, BacMam KCNH2, thallium flux FluxOr; stronger effect = lower value;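 active means maximum activity change below -70%; inconclusive means maximum activity change between -70% and -50%; inactive means maximum activity change above -50%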
#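 U2OS cells transduced with wild-type KCNH2 virus are loaded with FluxOr dye for 45 min, and thallium flux is measured in kinetic reads before and after stimulation buffer. Rate constants are normalized to DMSO controls.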
# USP2a inh: inhibitors of human ubiquitin-specific protease USP2a; O75604; USP2 core, Ub-CHOP2 coupled fluorogenic reporter, 485/531; Potency, µM (highest dose often 38.3 µM), for the others: at the top dose activity change, negative = inhibition, hits mostly inhibitors; 330,000 compounds, 0.01% hits;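 further: potency means the concentration at half of the fitted maximal effect; plate controls were DMSO wells for no effect and full inhibition by NEM control for full effect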
#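 Deubiquitinase activity read as fluorescence (485/531 nm) after Ub-CHOP2 cleavage activates the enterokinase reporter on its substrate; USP2 core 10nM, Ub-CHOP2 and substrate 25nM each, 30min compound preincubation then 60min RT; data normalized to NEM, curves fitted.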
# Eya2 inh: Eya2 (human) phosphatase inhibition; O00167; recombinant Eya2, OMFP fluorescence dephosphorylation (OMFP is methylfluorescein phosphate); Potency, µM (titrated, usually from 76.9 µM), for the others: at the top dose activity, negative = inhibition, most hits filed as inhibitors; 330,000 compounds, 0.006% hits; further: potency means the concentration at half of the fitted maximal effect
# Target sequence (O00167 whole entry, looked up): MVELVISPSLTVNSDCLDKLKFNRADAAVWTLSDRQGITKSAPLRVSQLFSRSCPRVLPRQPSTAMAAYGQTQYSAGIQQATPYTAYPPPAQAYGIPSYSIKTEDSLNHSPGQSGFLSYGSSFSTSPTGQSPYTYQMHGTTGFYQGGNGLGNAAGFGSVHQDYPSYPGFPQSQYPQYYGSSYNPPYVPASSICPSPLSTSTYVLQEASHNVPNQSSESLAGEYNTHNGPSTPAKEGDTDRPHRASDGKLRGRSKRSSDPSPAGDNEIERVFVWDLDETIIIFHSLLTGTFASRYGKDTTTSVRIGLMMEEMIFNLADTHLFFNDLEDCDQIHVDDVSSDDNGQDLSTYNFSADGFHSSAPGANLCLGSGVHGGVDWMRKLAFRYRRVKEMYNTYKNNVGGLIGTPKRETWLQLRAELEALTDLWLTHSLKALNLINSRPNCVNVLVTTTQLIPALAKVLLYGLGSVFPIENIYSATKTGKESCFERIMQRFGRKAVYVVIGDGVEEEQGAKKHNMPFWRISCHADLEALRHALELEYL
#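 Eya2 (0.2 uM) preincubated 10 min at ambient with compound, then OMFP substrate added at 50 uM; 10 min reaction in 50 mM HEPES pH 7.5, 50 mM NaCl, 5 uM MgCl2, 0.05% BSA, 1 mM DTT. Fluorescence read at Ex 485/Em 525 nm.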
# uPA surface inh: inhibitors of cell surface uPA generation; cell surface uPA generation assay, qHTS; Potency, µM (top dose mostly 38.3 µM), without a hit: at the highest dose activity change, negative = inhibition, hits mostly inhibitors; 330,000 compounds, 0.31% hits; active means well fitted inhibition curve with a large enough effect; inconclusive means small, poorly fitted or top-dose-only effect; inactive means no such curve, though single readings can be large or run the other way; tested in mouse RAW 264.7 cells; further: potency means the concentration at half of the fitted maximal effect; nearly all actives have a fitted effect of over 55% in size
# Giardia kill: Giardia lamblia killing; Giardia lamblia trophozoite viability; activity change, % at 7.66 µM, hits read low; 340,000 compounds, 0.15% hits; in the data active means activity change below about -80%; inconclusive means between about -30% and that limit;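 further: parasites exposed to compound for two days anaerobically before the ATP read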
#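 Each well holds 100 Giardia trophozoites and compound. After two days (48 hrs) at 37 deg C in anaerobic conditions, ATP is quantified by luminescence.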
# KCNH2 3.1 block: inhibitors of human KCNH2 3.1 potassium channel isoform | U2OS KCNH2 3.1, thallium flux FluxOr; stronger effect = lower value | AID 720553 | 340,000 compounds, 0.95% hits | activity change, % (tested at about 1.8 µM);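 active means maximum activity change below -70%; inconclusive means maximum activity change from -70% to -50%; inactive means maximum activity change above -50%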;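 further: thallium influx rate constant from kinetic fluorescence after stimulation buffer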
#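 FluxOr-based Tl+ influx in U2OS cells transduced with KCNH2 3.1 virus; rate constants normalized to DMSO controls.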
# PKM2 activator: PKM2 (human) enzyme activation. P14618. purified PKM2, Kinase-Glo ATP luminescence, activation; response scale: 0% is enzyme alone, no compound. Potency, µM (highest dose often 57.5 µM), for the others: at the top dose activation, actives largely listed as activators. 260,000 compounds, 0.34% hits. AID 1631; further: potency means the concentration at half of the fitted maximal effect; nearly all actives have a fitted effect of over 55% in size
#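 Purified hPK-M2 (>95%) run at intermediate activity with 0.1 mM ADP and 0.5 mM PEP in 50 mM imidazole pH 7.2, KCl, MgCl2; 1 h room temperature. ATP formed read by Kinase-Glo luminescence; normalized to uninhibited and no-enzyme controls.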
# GALK inh: blocks human galactokinase activity; P51570; Purified GALK, Kinase-Glo residual ATP luminescence; 270,000 compounds, 0.007% hits; AID 1868; Potency, µM (titrated, usually from 57.5 µM), without a hit: at the highest dose activity change, negative = inhibition, actives largely listed as inhibitors; further: potency means the concentration at half of the fitted maximal effect
# Target sequence (P51570 whole entry, looked up): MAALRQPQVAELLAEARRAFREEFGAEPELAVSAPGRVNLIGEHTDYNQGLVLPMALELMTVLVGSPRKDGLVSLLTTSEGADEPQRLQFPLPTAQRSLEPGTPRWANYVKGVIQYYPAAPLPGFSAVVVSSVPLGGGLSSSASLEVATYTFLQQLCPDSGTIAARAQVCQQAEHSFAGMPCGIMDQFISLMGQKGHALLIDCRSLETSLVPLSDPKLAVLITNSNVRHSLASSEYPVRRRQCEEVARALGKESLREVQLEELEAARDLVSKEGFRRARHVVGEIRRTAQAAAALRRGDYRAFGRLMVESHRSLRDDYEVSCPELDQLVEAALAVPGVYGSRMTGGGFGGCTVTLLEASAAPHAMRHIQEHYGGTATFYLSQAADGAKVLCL
#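 5 nM enzyme, 35 uM ATP, 100 uM galactose, 20 mM HEPES pH8.0, 5 mM MgCl2; 1 h RT; residual ATP by Kinase-Glo Plus luminescence, qHTS format.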
# * marks the source's active call; other numbers are inactive results; ? = inconclusive; . = not tested or not shown; & = joins results of further samples; [ ] = dose if it differs, or a comment. Unless noted, the call rests on the fitted dose curve; in most records, active means well fitted curve in the direction sought with a large enough effect; inconclusive means small, poorly fitted or top-dose-only effect, or another doubt; inactive means no such curve, though single readings can be large; an effect the other way counts as inactive or inconclusive. Unless noted, on the % scale 0 is the no-effect control and ±100 the full control effect.
# The line under a structure holds: FBPA coupling cs	Chronic BCR inh	B2AR arrestin	KCNH2 WT inh	USP2a inh	Eya2 inh	uPA surface inh	Giardia kill	KCNH2 3.1 block	PKM2 activator	GALK inh
[1] CCc1ccc(N2C(=O)NC(=O)/C(=C/c3cccn3CCOc3ccc(C(C)CC)cc3)C2=O)cc1 (centres undefined)
 : 6	?	-0.5%	.	-3%	-3%	-16%	8	-4	-6%	-4%
[2] C=CC1CN2CCC1CC2[C@@H](OC(=O)c1ccc(OC)cc1)c1ccnc2ccccc12 (some centres undefined)
 : 3	?	4.3%	17	-3%	-9%	6%	?	-15	6%	1%
[3] Cc1cc(/C=C2\SC(=O)N(C)C2=O)c(C)n1-c1ccc(O)cc1
 : -2	?	0.0%	-6	0%	-2%	-23%	4	-6	0%	0%
[4] CCOC(=O)C1CCCCC12C(C#N)=C(N)Oc1n[nH]c(C)c12 (centres undefined)
 : -1	-36%	0.1%	1	3%	4%	3%	1	9	0%	-2%
[5] C1=C(c2ccccc2)CCNC1
 : 2	-17%	-0.7%	2	0%	-3%	-6%	-5	10	-2%	2%
[6] COCCN(C(=O)COC(=O)Cc1ccccc1)c1c(N)n(Cc2ccccc2)c(=O)[nH]c1=O
 : .	?	-0.1%	-1	0%	-5%	0%	0	-8	.	.
[7] CN1CCc2nc3sc(C(=O)NC(C)(C)C)c(N)c3cc2C1
 : -2	7%	0.1%	-2	2%	-14%	-1%	22	-6	0%	.
[8] O=C(CSC1c2ccccc2-c2ccccc21)N/N=C/c1ccccc1C(=O)O
 : 1	1%	-0.1%	0	0%	-2%	-1%	-1	0	11%	-1%
[9] COc1ccc2nc(/N=C/c3c(O)n(-c4cccc(Cl)c4)c(=O)[nH]c3=O)sc2c1
 : 7	?	9.9%	13	0%	10%	-6%	1	-10	-8%	1%
[10] COC12CCC3(CC1C(C)(O)C(C)(C)C)[C@H]1Cc4ccc(O)c5c4[C@@]3(CCN1CC1CC1)C2O5 (some centres undefined)
 : .	4%	-0.4%	3	-4%	-32%	7%	31[activator]	-4	.	.
[11] O=C(c1cccc(C(F)(F)F)c1)C1CCCN(Cc2ncc[nH]2)C1 (centres undefined)
 : 0	11%	0.2%	14	3%	-10%	-4%	18	-15	2%	9%
[12] c1ccc2c(CN3CCN(C4CCCCC4)CC3)c[nH]c2c1
 : -2	-4%	0.2%	9	-3%	-11%	-8%	2	-10	6%	1%
[13] CCCc1nc2ccccc2c(=O)n1/N=C/c1c(C)[nH]n(-c2ccc(C)cc2)c1=O
 : 8	?	0.4%	1	-9%	19%	-9%	-16	3	-29%	1%
[14] Cc1cc(NC(=O)COC(=O)c2c(C)nn(Cc3ccccc3)c2Cl)no1
 : 8	0%	-0.1%	3	3%	8%	-9%	-14	14	1%	2%
[15] Cc1ccc(N2C(=O)CC(=O)NC2=O)cc1
 : 2	.	.	0	.	.	.	13	1	2%	6%
[16] Cc1cc(/C=C2\C(=O)NC(=O)N(c3ccc(F)cc3)C2=O)c(C)n1-c1ccc(C(=O)O)cc1
 : 6	17%	0.3%	-3	1%	11%	4%	-4	2	-1%	4%
[17] NC(=O)CN1CCCC1=O
 : 1&1&0	?	5.5%	19	3%	6%&5%	-23%	27	-2	-13%	-2%
[18] O=C1CN=C(c2ccccc2)c2ccccc2N1Cc1ccc(C(F)(F)F)cc1
 : 1	1%	0.1%	-6	-1%	-21%	.	-4	11	-2%	2%
[19] O=c1ccc2cc(OC3O[C@H](CO)[C@@H](O)[C@H](O)[C@H]3O)c(O)cc2o1 (some centres undefined)
 : .	0%	0.3%	-2	0%	4%	-1%	6	-3	.	.
[20] COC(=O)C1=C(c2ccc(Cl)c(C(F)(F)F)c2)C[C@@H]2CC[C@H]1N2C(=O)NCCOc1ccccc1Cl
 : .	?	0.1%	3	-7%	-1%	?	19	-27	.	.
[21] CCOP(=O)(OCC)C(NC(=O)c1ccccc1C)C(Cl)(Cl)Cl (centres undefined)
 : -3	-20%	0.0%	3	1%	1%	0%	10	3	-7%	-1%
[22] CCOP(=O)(C#Cc1ccccc1)C(O)c1ccc(Br)cc1 (centres undefined)
 : 3	-12%	-0.7%	5	0%	4%	10%	-4	35	-2%	3%
[23] NC(=O)c1cc([N+](=O)[O-])cc([N+](=O)[O-])c1
 : 0	.	.	2	.	.	-2%	-22	-4	.	.
[24] Cc1nccc2c1[nH]c1ccccc12
 : 2&1&-1&-2&0	-1%	-0.4%	5	3%	1%&-3%	-11%	12	3	.	3%
[25] C[N+]1(C)C2CC(OC(=O)[C@H](CO)c3ccccc3)CC1C1OC12 (some centres undefined)
 : .	.	.	-11	.	1%&1%	27%	14	19	.	.
[26] Cc1ccccc1Cc1c(C)nc2nc(SCC(=O)N3CCC4(CC3)OCCO4)nn2c1C
 : 1	?	-0.4%	-1	5%	11%	2%	-4	2	4%	4%
[27] CN1C(=O)CC(c2ccccc2)Nc2ccccc21 (centres undefined)
 : -3	-13%	0.3%	2	-1%	-6%	-8%	2	14	-1%	.
[28] C=C[C@H]1CN2CC[C@H]1C[C@H]2[C@H](O)c1ccnc2ccccc12
 : .	-4%	-0.1%	13	2%	0%	12%	-20	6	.	.
[29] CN(CCc1ccccc1)Cc1c[nH]c2ccccc12
 : 1	-1%	-0.4%	-25	0%	-10%	2.2µM*	-10	-2	0%	-2%
[30] O=C(O)Cn1nc(-c2ccccc2)oc1=O
 : 13	?	-0.1%	4	4%	8%	6%	0	0	-14%	-2%
[31] O=c1[nH]c(=O)n(Cc2ccccc2)c(O)c1C=NCCN1CCNCC1
 : 7	?	-0.3%	9	0%	-4%	0%	1	-6	1%	-3%
[32] CN1C(=O)C(=Cc2ccc(N3CCOCC3)c([N+](=O)[O-])c2)C(=O)N(C)C1=O
 : 3	5%	0.2%	.	9%	-22%	.	.	.	12%	-2%

# Compound profiles, as listed above. Screens in order: FBPA coupling cs | Chronic BCR inh | B2AR arrestin | KCNH2 WT inh | USP2a inh | Eya2 inh | uPA surface inh | Giardia kill | KCNH2 3.1 block | PKM2 activator | GALK inh
# Record of `CCOC(=O)C1CCCCC12C(C#N)=C(N)Oc1n[nH]c(C)c12` (centres undefined) → -1 | -36% | 0.1% | 1 | 3% | 4% | 3% | 1 | 9 | 0% | -2%
# Record of `Cc1cc(/C=C2\C(=O)NC(=O)N(c3ccc(F)cc3)C2=O)c(C)n1-c1ccc(C(=O)O)cc1` → 6 | 17% | 0.3% | -3 | 1% | 11% | 4% | -4 | 2 | -1% | 4%
# Record of `Cc1cc(/C=C2\SC(=O)N(C)C2=O)c(C)n1-c1ccc(O)cc1` → -2 | ? | 0.0% | -6 | 0% | -2% | -23% | 4 | -6 | 0% | 0%
# Record of `O=C1CN=C(c2ccccc2)c2ccccc2N1Cc1ccc(C(F)(F)F)cc1` → 1 | 1% | 0.1% | -6 | -1% | -21% | . | -4 | 11 | -2% | 2%
# Record of `CN1C(=O)C(=Cc2ccc(N3CCOCC3)c([N+](=O)[O-])c2)C(=O)N(C)C1=O` → 3 | 5% | 0.2% | . | 9% | -22% | . | . | . | 12% | -2%

# Only part of the results is shown; count on the stated rates, not on these rows.
